High-throughput results (PubChem BioAssay)
Y pestis TopoI – Y. pestis Topo-I inhibition via cleavage products | Y. pestis Topo-I cleavage product accumulation, plate reader | activity, % at 10 µM | 0.064% of 360,000 active | AID 504884; in the data active = activity above about 50%, passing the limit was not always enough; note: inactives centre near 2
PriA SSB inh – inhibitors of Klebsiella pneumoniae PriA binding to SSB C-terminal tail | AlphaScreen SSBct-PriA binding, biotinylated peptide | inhibition, % at 33 µM | 0.6% of 430,000 active; in the data active = inhibition mostly above about 37%, no sharp cut-off; inactive = mostly below about 20%;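 note: plate controls were negative control peptide for no effect and reference peptide for full effect; strong numbers were not always called active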
VHR inh abs – blocks human VHR1 dual specificity phosphatase | inhibition, % at 13.3 µM | recombinant VHR phosphatase, pNPP absorbance | 0.52% of 290,000 active; in the data active = inhibition above about 50%; note: some compounds called inactive have numbers as strong as hits
Rv3671c inh – Rv3671c (M. tuberculosis) protease inhibition; inhibition, % at 5.96 µM; P9WHR9; 0.048% of 320,000 active; AID 2606; in the data active = inhibition above about 38%;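 note: extracellular domain of Rv3671c used as enzyme; 0% = enzyme with DMSO and 100% = no enzyme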
CCHF vOTU inh – CCHFV vOTU protease inhibition. inhibition, % at 11.5 µM. 0.55% of 370,000 active. Pep-AMC fluorescence; in the data active = inhibition above about 30%; note: 0% = vehicle wells with enzyme and 100% = no enzyme wells
TcdB GH inh – blocks C. difficile toxin B glycohydrolase activity. P18177. TcdB glycohydrolase enzymatic assay, plate reader. inhibition, % at 9.99 µM. 0.24% of 350,000 active; in the data active = inhibition above about 10%
Target sequence (P18177 whole entry, looked up): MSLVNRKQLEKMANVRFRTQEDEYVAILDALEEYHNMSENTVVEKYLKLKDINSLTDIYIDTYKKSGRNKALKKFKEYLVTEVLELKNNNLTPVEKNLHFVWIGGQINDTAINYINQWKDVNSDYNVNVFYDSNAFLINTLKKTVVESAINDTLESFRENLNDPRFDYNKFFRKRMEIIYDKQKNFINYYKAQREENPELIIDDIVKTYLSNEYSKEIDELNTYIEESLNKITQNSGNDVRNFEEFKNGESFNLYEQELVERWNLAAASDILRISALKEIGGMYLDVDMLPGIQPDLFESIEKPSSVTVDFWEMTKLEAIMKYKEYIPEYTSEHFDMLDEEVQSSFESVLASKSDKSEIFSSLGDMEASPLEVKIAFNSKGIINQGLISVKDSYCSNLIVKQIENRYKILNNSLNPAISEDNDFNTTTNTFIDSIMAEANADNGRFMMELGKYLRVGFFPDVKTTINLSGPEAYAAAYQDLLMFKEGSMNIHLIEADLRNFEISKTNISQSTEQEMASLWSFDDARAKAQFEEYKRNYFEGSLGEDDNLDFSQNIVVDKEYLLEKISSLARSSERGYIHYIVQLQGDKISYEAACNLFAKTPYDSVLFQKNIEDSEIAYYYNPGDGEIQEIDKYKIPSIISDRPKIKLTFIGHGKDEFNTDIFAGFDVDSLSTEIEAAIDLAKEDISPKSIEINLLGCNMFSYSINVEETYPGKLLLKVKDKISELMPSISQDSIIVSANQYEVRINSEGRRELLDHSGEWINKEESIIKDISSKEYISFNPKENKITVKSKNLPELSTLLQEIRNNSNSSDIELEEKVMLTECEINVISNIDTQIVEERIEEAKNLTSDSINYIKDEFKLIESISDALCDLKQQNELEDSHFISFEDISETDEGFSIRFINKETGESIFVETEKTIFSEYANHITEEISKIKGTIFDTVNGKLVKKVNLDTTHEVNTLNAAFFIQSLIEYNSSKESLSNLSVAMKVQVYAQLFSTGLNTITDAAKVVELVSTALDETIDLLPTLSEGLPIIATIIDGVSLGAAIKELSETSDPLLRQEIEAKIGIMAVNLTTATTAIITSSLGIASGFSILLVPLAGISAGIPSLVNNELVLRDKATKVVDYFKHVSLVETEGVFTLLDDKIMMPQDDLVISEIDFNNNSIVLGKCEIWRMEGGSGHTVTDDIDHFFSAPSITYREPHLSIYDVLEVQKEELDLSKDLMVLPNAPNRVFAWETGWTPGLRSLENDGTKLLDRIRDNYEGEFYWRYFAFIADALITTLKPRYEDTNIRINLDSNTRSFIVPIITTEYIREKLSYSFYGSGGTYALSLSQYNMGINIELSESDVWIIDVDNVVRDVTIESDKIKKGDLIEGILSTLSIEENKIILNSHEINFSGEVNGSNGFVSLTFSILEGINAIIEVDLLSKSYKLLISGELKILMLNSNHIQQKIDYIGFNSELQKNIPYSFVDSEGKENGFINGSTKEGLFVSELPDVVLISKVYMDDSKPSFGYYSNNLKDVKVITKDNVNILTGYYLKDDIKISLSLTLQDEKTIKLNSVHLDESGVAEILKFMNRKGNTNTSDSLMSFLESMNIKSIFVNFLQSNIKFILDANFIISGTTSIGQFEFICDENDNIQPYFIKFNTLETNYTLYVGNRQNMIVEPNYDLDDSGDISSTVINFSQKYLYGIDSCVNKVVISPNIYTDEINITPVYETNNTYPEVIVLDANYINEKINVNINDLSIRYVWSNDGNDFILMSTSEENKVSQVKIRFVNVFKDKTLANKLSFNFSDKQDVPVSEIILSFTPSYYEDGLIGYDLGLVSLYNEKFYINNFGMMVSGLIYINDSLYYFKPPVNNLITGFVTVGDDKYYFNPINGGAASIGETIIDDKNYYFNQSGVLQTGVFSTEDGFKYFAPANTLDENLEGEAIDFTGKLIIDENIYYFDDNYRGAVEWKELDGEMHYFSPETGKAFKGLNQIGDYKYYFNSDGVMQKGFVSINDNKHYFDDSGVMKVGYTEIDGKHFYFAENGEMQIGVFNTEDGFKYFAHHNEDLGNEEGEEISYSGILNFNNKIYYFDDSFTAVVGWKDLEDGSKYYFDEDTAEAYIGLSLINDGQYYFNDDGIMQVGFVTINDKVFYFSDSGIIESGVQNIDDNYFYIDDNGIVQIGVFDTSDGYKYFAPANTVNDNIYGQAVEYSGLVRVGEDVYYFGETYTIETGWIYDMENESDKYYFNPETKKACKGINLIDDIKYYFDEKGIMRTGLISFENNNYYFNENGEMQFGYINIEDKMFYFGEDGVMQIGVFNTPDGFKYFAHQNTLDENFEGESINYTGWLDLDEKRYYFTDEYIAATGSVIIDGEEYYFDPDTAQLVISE
MazEF act – MazEF (E. coli) toxin RNase activation; FAM/BHQ RNA-DNA oligo cleavage fluorescence, 5 h; P0AE70; 0.32% of 350,000 active; activation, % at 20 µM; in the data active = activation above about 50%
Vc quorum ag – inducers of Vibrio cholerae quorum light production without autoinducers; V. cholerae BH1578 lux reporter, luminescence, 6 h; activation, % at 18.7 µM; 0.16% of 350,000 active; AID 588436; in the data active = activation mostly above about 9.7%, no sharp cut-off; note: not every result past the cut was called active; inactives centre near 0; reference of the scale not given here
3CLpro inhibitor – SARS-CoV 3CLpro protease inhibition; P0C6X7; inhibition, % at 6 µM; recombinant SARS-CoV 3CLpro, quenched FRET peptide cleavage; AID 1706; 0.14% of 290,000 active; in the data active = inhibition above about 12%
PrPC TRFRET – cell surface PrPC inhibition, primary TR-FRET screen | 0.43% of 370,000 active | inhibition, % at 13.8 µM | P04156 | TR-FRET read-out | AID 720596; in the data active = inhibition above about 24%; note: 0% = median of the test wells and 100% = reference compound wells
An asterisk follows results filed as active; i = inactive; . = not tested or not shown. This is a subset; count on the stated rates, not on these rows.

SMILES	Y pestis TopoI	PriA SSB inh	VHR inh abs	Rv3671c inh	CCHF vOTU inh	TcdB GH inh	MazEF act	Vc quorum ag	3CLpro inhibitor	PrPC TRFRET
Cc1cc(NC(=O)CCN2C(=O)/C(=C/c3ccccc3Cl)SC2=S)no1	7	1	45	-7	-1	0.0	11	-0.3	-3	6
Cc1ccc(N=CNc2ccc(C)cc2C)c(C)c1	7	-8	-6	2	-8	0.1	5	-0.4	-2	2
O=C(O)c1ccc(C2NCC(c3ccccc3Cl)c3c2[nH]c2ccccc32)cc1 (stereo unspecified)	-2	6	35	-9	10	-3.0	-9	-1.6	-3	7
COc1ccc(OC)c(NC(=O)COc2cc(O)c3c(c2)OC(C)(C)CC3=O)c1	6	.	.	.	-1	1.8	.	-0.1	.	-1
C=CCN1C(=O)C(O)(CC(=O)c2ccc(N)cc2)c2ccccc21 (stereo unspecified)	-8	-8	40	6	16	.	4	-0.1	-2	-3
O=C(C[n+]1ccccc1)N/N=C/c1ccc(Cl)c(Cl)c1	-10	.	6	5	2	-0.3	-17	-0.3	-5	0
CC(=O)N1CCC(N(CCN2CCOCC2)C(=O)Nc2ccc(Cl)c(Cl)c2)CC1	20	5	.	0	-6	0.8	6	-0.3	5	-2
COc1ccccc1NS(=O)(=O)c1ccc(C)c(C(=O)NCC2CCCO2)c1 (stereo unspecified)	3	-13	-8	-12	3	.	2	-0.2	2	0
CC1CC(C)CN(C(=O)COC(=O)COc2ccccc2C#N)C1 (stereo unspecified)	1	0	.	3	22	-0.4	3	3.3	.	5
O=C1c2cccc3c(Nc4ccccc4Cl)c([N+](=O)[O-])cc(c23)C(=O)N1CCO	-2	34	-17	10	2	.	-15	-0.4	0	-11

Continued (3 carried over from the part before).
SMILES	Y pestis TopoI	PriA SSB inh	VHR inh abs	Rv3671c inh	CCHF vOTU inh	TcdB GH inh	MazEF act	Vc quorum ag	3CLpro inhibitor	PrPC TRFRET
COc1ccccc1NS(=O)(=O)c1ccc(C)c(C(=O)NCC2CCCO2)c1 (stereo unspecified)	3	-13	-8	-12	3	.	2	-0.2	2	0
CC1CC(C)CN(C(=O)COC(=O)COc2ccccc2C#N)C1 (stereo unspecified)	1	0	.	3	22	-0.4	3	3.3	.	5
O=C1c2cccc3c(Nc4ccccc4Cl)c([N+](=O)[O-])cc(c23)C(=O)N1CCO	-2	34	-17	10	2	.	-15	-0.4	0	-11
Cc1ccc(C(=O)NNC(=O)c2csc(N3CCOCC3)n2)s1	-1	-6	.	2	-2	-2.8	3	i	.	-1
Cc1cc(C)c(NS(=O)(=O)c2ccc3c(c2)NC(=O)CC(=O)N3)c(C)c1	0	-10	-2	12	7	.	1	i	-3	-4
CC(C)CC1C(C#N)=C(N)OC2=C1C(=O)CC(c1ccccc1)C2 (stereo unspecified)	11	-16	15	2	13	-0.5	3	i	6	-8
CCN(C(=O)COC(=O)CSc1ccc(C)c(C)c1)C1CCS(=O)(=O)C1 (stereo unspecified)	11	-5	-7	3	10	0.5	-4	0.6	-5	-1
CCN(CC(=O)Nc1sc2c(c1C#N)CCCC2)CC(=O)NC1CCS(=O)(=O)C1 (stereo unspecified)	7	-8	17	10	-11	0.8	7	-0.4	7	5
COC(=O)/C=C(\C)N=Nc1c(O)[nH]c2ccccc12	0	12	5	0	7	-0.8	11	i	-7	1
COc1ccc(CNC(=O)CN(C(=O)c2snc(C(N)=O)c2N)c2ccccc2F)cc1	24	-3	16	-13	1	0.5	8	-0.2	-5	-14
COC(=O)c1ccc(NC(=O)c2ccc(N(C)S(C)(=O)=O)cc2)cc1	-4	-8	3	-12	6	.	4	-1.7	-2	-5
OCCNc1c2c(nc3ccccc13)CCCC2	-8	-1	21	8	8	.	-2	-0.5	-2	-3
O=C(Cc1cccc2ccccc12)NNC(=O)c1cccs1	6	11	21	4	2	.	2	7.7	2	-5
COc1cc2c(-c3ccc4cc[nH]c4c3)c(-c3ccc(C#N)cc3)oc(=O)c2cc1OC	-8	-3	.	-20	-25	0.6	-20	1.2	.	10
O=[N+]([O-])/C=C1/CCCCCN1	1	-15	-1	-1	1	2.5	0	-0.3	-1	-10
Cc1[nH]c2ccccc2c1C(=O)CSc1nc2cc(S(=O)(=O)N3CCCCC3)ccc2o1	10	-5	36	-9	-5	.	-32	i	0	2
CN(Cc1ccc(Cl)cc1Cl)C(=O)CCNC(=O)c1ccco1	11	-6	.	3	4	-7.1	-3	i	.	12
O=c1c2cc(-c3ccccc3)sc2ncn1/N=C/c1ccco1	0	.	10	1	22	.	-39	.	-3	-18
CCOc1ccc(N(CC(=O)NC2CCCCC2C)S(=O)(=O)c2c(C)noc2C)cc1 (stereo unspecified)	0	0	-1	-8	9	1.9	3	-3.8	1	-4
COc1ccc(C(C(=O)NCC2CCCO2)N(Cc2cccs2)C(=O)c2snc(C(N)=O)c2N)cc1 (stereo unspecified)	10	-6	-19	-3	22	-1.6	-2	-0.2	-5	-7
COc1cc(OC)cc(-c2c(-c3cccs3)c3cc(-c4cnc(N)nc4)ccc3n2C)c1	-3	11	.	2	-5	0.5	-3	i	.	-6
CSc1nc(-c2ccco2)nn1C(=O)c1ccccc1	0	-10	8	7	3	.	0	-12	0	-2
Cc1cccc(-n2c(SCC(=O)c3c(N)n(C4CC4)c(=O)[nH]c3=O)nnc2N2CCOCC2)c1	6	1	.	-6	-3	0.7	4	-0.7	.	-12
Cc1cc(C)cc(-n2cnc3cc(C(=O)O)ccc32)c1	7	-6	11	-3	1	.	5	-6.9	-2	10
O=C(NCCCN1CCCC1)[C@H](CSCc1ccccc1)N1Cc2ccccc2C1=O	-2	17	-16	6	-10	0.5	-22	4.2	0	-2
COc1ccc(NC(=O)c2cc([N+](=O)[O-])ccc2O)cc1	9	4	34	5	-3	8.6	5	i	2	-8
Cc1ccc(S(=O)(=O)N2CCOCC2)cc1C(=O)Nc1nc2ccccc2[nH]1	-3	3	4	-10	6	.	3	-0.3	-5	-2
CCN(CC)c1ccc(/C=N/NC(=S)NCc2ccc(OC)cc2)cc1	-2	.	-10	19	-9	.	0	-0.4	6	6
CC1(C)Cc2cccc(OCC(=O)OCC(=O)Nc3cccc(S(N)(=O)=O)c3)c2O1	-1	4	23	-7	11	-5.2	6	i	4	-3
O=C(Nc1ccc2ccccc2c1)c1cn(-c2ccccc2)nc1-c1cccs1	-4	-10	25	-174	-1	.	-11	i	4	5
COc1cc(C=O)ccc1OC(=O)N1CCOCC1	-3	-13	.	-10	-15	-0.1	2	i	-5	-2
CC(C)C1Nc2ccc(C(=O)NC3CCCCC3)cc2NC1=O (stereo unspecified)	5	7	7	2	.	.	8	-0.1	-3	.
Cc1ccc(S(=O)(=O)NCCC(=O)NCC(c2ccc(F)cc2)N2CCOCC2)cc1 (stereo unspecified)	-13	-5	.	-5	-8	0.5	-8	i	.	-5
O=C(Cn1nnc(-c2ccc(Cl)cc2)n1)N1CCN(C(=O)c2ccco2)CC1	1	-1	.	1	-11	1.2	1	i	.	-8
O=S(=O)(c1cccc2nsnc12)N1CCCCC1	-2	-14	-13	3	11	1.1	-2	i	-3	-33
CCN(CC)S(=O)(=O)c1cc(Br)c(C)cc1OC	5	-13	0	2	6	.	-3	i	-1	0
CCOC(=O)c1c2ccccc2[n+]([O-])n1[C@@H](C)C(N)=O	1	-2	.	5	-3	-0.7	-4	-0.4	.	-3
COc1ccc(C(=O)NNC(=O)C(NC(=O)c2cc(OC)cc(OC)c2)C(C)C)cc1 (stereo unspecified)	-1	-11	.	-4	-1	1.4	7	-0.5	.	-2
CCOc1ccc2nc(SCc3ccc(C(=O)OC)o3)[nH]c2c1	-1	-6	17	-7	-10	.	0	3.0	-3	5
Fc1cnc(N2CCOCC2)nc1NCc1ccccc1	-7	3	9	6	-5	.	-5	-0.4	-3	3
COC(=O)C1=C(c2ccc3ccccc3c2)C[C@@H]2CC[C@H]1N2C(=O)NC1CC1	2	-12	.	0	-4	-1.7	5	0.4	.	1
O=C(NCc1cccc(Cl)c1)c1cc(=O)[nH]c2ccccc12	2	-11	30	4	6	0.3	1	-0.2	-1	-11
CCn1c(SCC(=O)Nc2cc(C)ccc2C)nnc1-c1cnccn1	-1	-8	29	0	-5	.	10	-0.3	-8	-1
CCNC(=O)c1cccc(S(=O)(=O)N2CCCCCC2)c1	3	-9	-5	3	-11	1.5	1	-0.4	-4	-2
C=CCNC(=S)N/N=C/c1cn(-c2ccccc2)nc1-c1ccc(OC)cc1	2	.	23	11	-4	-0.6	-1	-0.3	4	5
O=C(Cn1nnc(-c2ccc3c(c2)OCO3)n1)Nc1ccccc1C(=O)O	-6	-3	-6	6	14	0.1	2	i	2	8
O=C(NOCc1ccccc1)c1ccc([N+](=O)[O-])cc1	1	-4	.	-9	-13	-0.4	10	i	.	-7
O=C(CN1CCN(c2ccccc2O)CC1)Nc1cccnc1Cl	8	2	-4	2	-10	6.7	-28	i	0	1
Cc1ccc(S(=O)(=O)NC2=NCN(Cc3ccccc3)CN2)cc1	0	-13	33	1	0	.	-1	i	-14	-4
Cc1nn(Cc2cccc(C(=O)N3N=C(C(F)F)CC3(O)C(F)F)c2)c(C)c1[N+](=O)[O-] (stereo unspecified)	-12	12	11	-2	-1	0.9	-2	i	6	6
CCN(CC)CCNC(C(=O)Nc1cc(C(F)(F)F)ccc1Cl)c1ccccc1 (stereo unspecified)	-6	-13	19	2	3	.	-7	-0.2	4	-9
Cc1cc(C)c(NC(=O)COC(=O)Cc2cccs2)c(C)c1	12	-3	.	2	1	3.0	5	-1.8	.	8
COC(=O)c1sccc1NC(=O)c1cc2c(s1)CCCC2	9	-8	4	-18	5	.	4	-12	2	0

Of the compounds above, three contain a COOH group:
SMILES	Y pestis TopoI	PriA SSB inh	VHR inh abs	Rv3671c inh	CCHF vOTU inh	TcdB GH inh	MazEF act	Vc quorum ag	3CLpro inhibitor	PrPC TRFRET
O=C(O)c1ccc(C2NCC(c3ccccc3Cl)c3c2[nH]c2ccccc32)cc1 (stereo unspecified)	-2	6	35	-9	10	-3.0	-9	-1.6	-3	7
Cc1cc(C)cc(-n2cnc3cc(C(=O)O)ccc32)c1	7	-6	11	-3	1	.	5	-6.9	-2	10
O=C(Cn1nnc(-c2ccc3c(c2)OCO3)n1)Nc1ccccc1C(=O)O	-6	-3	-6	6	14	0.1	2	i	2	8

(listing goes on)
SMILES	Y pestis TopoI	PriA SSB inh	VHR inh abs	Rv3671c inh	CCHF vOTU inh	TcdB GH inh	MazEF act	Vc quorum ag	3CLpro inhibitor	PrPC TRFRET
O=C(C[n+]1cccc2ccccc21)c1ccccc1	-4	14	2	12	5	.	23	-0.3	11	-23
O=C(Nc1cccc(F)c1)C1C2C=CC3(CN(CCCN4CCOCC4)C(=O)C13)O2 (stereo unspecified)	8	-3	7	5	8	0.8	7	-0.1	-2	-6
Cc1oc(-c2ccc(Cl)cc2)nc1CS(=O)CC(=O)NC1CCCCCC1 (stereo unspecified)	3	0	-35	-2	12	1.6	2	-0.5	3	-2
CC[C@@]1(C(=O)OC)N[C@H](CN(C)C(=O)COc2ccccc2)[C@@H]2C(=O)N(C)C(=O)[C@@H]21	-5	-11	.	3	-3	-0.8	4	i	.	4
Cc1csc(=NC(=O)c2ccccc2)n1Cc1ccco1	20	-29	0	-6	3	0.5	-4	2.1	0	2
C=CCc1c(C)nc(-c2ccccc2)nc1N/N=C(\C)c1ccccc1	2	.	-8	-14	14	-3.5	-1	-0.4	7	3
FC(F)(F)c1ccncc1-c1nnc(C2CCCCC2)o1	-6	-3	33	7	-8	1.5	10	0.9	-1	-4
CCOC(=O)N1CCN(c2c(N3CCOCC3)c(=O)c2=O)CC1	3	-7	46	-8	6	1.2	17	-0.1	-1	12
CCOc1ccc(N(CC(=O)NCC2CCCO2)C(=O)CCC(=O)Nc2nccs2)cc1 (stereo unspecified)	2	-9	-1	9	-9	-0.1	0	-0.1	4	7
O=c1cnnc(SCCc2ccccc2)[nH]1	-2	-11	-2	6	5	.	4	5.9	0	-1
Cc1nn(-c2ccccc2)c(C)c1NC(=O)COc1ccc2ccccc2c1	4	-8	3	4	-3	2.4	-1	-0.2	4	16
O=C(O)c1cccc(NCc2ccncc2)c1	.	.	20	-1	-15	0.7	.	.	-4	-2
COc1cccc(N=C2C(=O)N3CCCc4cccc2c43)c1	5	1	-10	3	-13	-0.6	7	-0.6	9	1
COC(=O)c1ccc(OCC(=O)Nc2ccsc2C(=O)OC)cc1	-2	-6	26	-1	3	3.6	-32	-0.3	1	6
